From PubChem
Nrf2 block – Nrf2 qHTS screen for inhibitors | A549 ARE-Fluc reporter, luciferase luminescence, 18-24 h | Potency, µM (highest dose often 46 µM), for the others: top-dose activity change, negative = inhibition, hits mostly inhibitors | actives 2.1% (n = 360,000) | AID 504444, 2011; further: potency means the concentration at half of the fitted maximal effect; on the % scale 0 is the no-effect control and ±100 the full control effect; nearly all actives have a fitted effect of over 60% in size
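Concentration-response testing used A549 ARE_Fluc cells at 5000 cells/well. Following an 18-24 h compound incubation, viability was read by fluorescence (Ex 405/Em 525) and luciferase output by luminescence.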
TGFb SMAD3 inh – qHTS for Inhibitors of TGF-b; HepG2 CAGA-GFP TGF-b/SMAD3 reporter, GFP fluorescence, 18 h; TGF-beta stimulated, 500 pg/mL final; Potency, µM (titrated, usually from 46.1 µM), for inactives: top-dose activity, negative = inhibition, hits mostly inhibitors; actives 1.2% (n = 410,000); further: potency means the concentration at half of the fitted maximal effect; on the % scale 0 is the no-effect control and ±100 the full control effect; nearly all actives have a fitted effect of over 65% in size
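Read-out: total well GFP (ex488/em500-530) summed from mean per-cell fluorescence. Cells: HEPG2 CAGA-GFP, 1% FBS DMEM, 18 h at 37 degrees C with 500 pg/mL final TGF-beta. Unstimulated wells served as the full-inhibition control; stimulated DMSO wells = 0%.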
ATXN2 expr inh – Primary qHTS for Inhibitors of ATXN expression; Potency, µM (doses to about 57 µM), without a hit: top-dose activity change, negative = inhibition, usual class: inhibitors; HEK-293 ATXN2-luciferase reporter, luminescence, 24 h; AID 1745845, 2022; actives 0.72% (n = 360,000); further: potency means the concentration at half of the fitted maximal effect; on the % scale 0 is the no-effect control and ±100 the full control effect; nearly all actives have a fitted effect of over 55% in size
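qHTS (up to 57 uM final) was run with 24 h compound exposure of reporter cells at 37 °C. Each well was multiplexed: SteadyGlo luminescence measured ATXN2-luciferase expression after a fluorogenic Gly-Phe-AFC viability readout (25 uM final).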
A549 viability – Nrf2 qHTS screen for inhibitors: counterscreen for cytotoxicity. A549 ARE-Fluc cells, CellTiter-Fluor viability, 18-24 h. Potency, µM (titrated, usually from 46 µM), for the others: at the top dose activity change, negative = cytotoxicity, actives largely listed as inhibitors. actives 0.16% (n = 390,000); further: potency means the concentration at half of the fitted maximal effect; on the % scale 0 is the no-effect control and ±100 the full control effect
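Cytotoxicity counterscreen: CellTiter-Fluor fluorescence was measured in A549 ARE_Fluc cells after 18-24 h of compound exposure in a concentration series. The subsequent BugLite luminescent read reports ARE-luciferase activity.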
HepG2 tox – qHTS for Inhibitors of TGF-b: Cytotox Counterscreen | Potency, µM (highest dose often 46.1 µM), for the others: top-dose activity change, negative = cytotoxicity, actives largely listed as cytotoxic | actives 0.76% (n = 410,000) | HepG2 CAGA-GFP viability, ATP luminescence, 18 h; further: potency means the concentration at half of the fitted maximal effect; some results filed as inactive show a strong effect at the top dose
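CellTiter-Glo luminescence gave cytotoxicity after 18 hours at 37 degrees C. The cells were HepG2 CAGA-GFP in 1% FBS DMEM, stimulated with 500 pg/mL TGF-beta after compound addition. %Activity was normalised to no-cell wells (complete cell-killing) and DMSO (no toxicity), and curves were fitted and classified.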
ATXN viability – Viability Counterscreen for Primary qHTS for Inhibitors of ATXN expression; S2 cells (HEK-293 line with an ATXN2-luciferase reporter) viability, CellTiter-Fluor protease fluorescence, 24 h; Potency, µM (top dose mostly 56.7 µM), usual class: cytotoxic; actives 0.49% (n = 400,000); AID 651635, 2014; further: potency means the concentration at half of the fitted maximal effect; nearly all actives have a fitted effect of over 40% in size
MCF10A rereplic – A quantitative high throughput screen for small molecules that induce DNA re-replication in MCF 10a normal breast cells. MCF 10A DNA re-replication, Hoechst nuclear intensity, 48 h. Potency, µM (doses to about 46.1 µM), for inactives: top-dose activity, positive = re-replication, usual class: activators. actives 2.9% (n = 350,000). AID 624296, 2012; further: potency means the concentration at half of the fitted maximal effect; % of control where 0% means no effect; nearly all actives have a fitted effect of over 50% in size
IL1B secr inh – qHTS for Inhibitors of Inflammasome Signaling: IL-1-beta AlphaLISA Primary Screen; THP-1 LPS/ATP IL-1B secretion, AlphaLISA, 16 h; active compounds read low; actives 4.7% (n = 360,000); activity change, % at 57.5 µM; in the data active means activity change below about -50%; inconclusive means mostly about -30% to -49%; further: on the % scale 0 is the no-effect control and ±100 the full control effect
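Secreted IL-1B measured by AlphaLISA bead assay after 16 h compound exposure of THP-1 cells; compounds (final up to 57.5 uM) added 1 h before LPS (250 ng/mL) and ATP (1.25 mM) stimulation; lower signal means less secretion.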
Nrf2 activator – qHTS of Nrf2 Activators. actives 0.31% (n = 410,000). Potency, µM (top dose mostly 46.1 µM), inactives show at the top dose activation, hits mostly activators. AREc32 ARE-luciferase reporter (MCF7-derived line), luminescence, 24 h; further: potency means the concentration at half of the fitted maximal effect; % of control where 0% means no effect; nearly all actives have a fitted effect of over 65% in size
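AREc32 cells carrying an ARE-driven firefly luciferase reporter were seeded at 1000 cells/well in OPTI-MEM with 5% FBS, then exposed to compound for 24 hr at 37 deg C. Luminescence was read with Steady-Glo after 30 min at RT.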
The depositor's hits bear a star; i = inactive; u = inconclusive; x = no result given; & = joins results of further samples; [ ] = remark or other dose. Unless noted, the call rests on the fitted dose curve; in most records, active means well fitted curve in the direction sought with a large enough effect; inconclusive means small, poorly fitted or top-dose-only effect, or another doubt; inactive means no such curve, though single readings can be large; an effect the other way counts as inactive or inconclusive.

SMILES	Nrf2 block	TGFb SMAD3 inh	ATXN2 expr inh	A549 viability	HepG2 tox	ATXN viability	MCF10A rereplic	IL1B secr inh	Nrf2 activator
Cc1cc(NC(=O)c2cc([N+](=O)[O-])cc([N+](=O)[O-])c2C)no1	5%	-3%	7%[11.3 µM]	0%	-12%	i	0%	24	-1.0%
O=C(CSc1cc(Cl)ccc1Cl)NCC(=O)Nc1ccc(F)c(F)c1F	-10%	-23%	16%	-3%	11%	u	9%	u	-0.4%
S=C(NNc1ccc2ccccc2c1)NC1CCCCC1	-17%	u	7%	-23%	-72%	i	4.6µM*	-89*	u
Cn1cc(S(=O)(=O)NCc2ccc3c(c2)OCO3)c(C(F)(F)F)n1	1%	4%	1%	-1%	4%	i	-1%	7	-2.3%
Cc1ccc2oc(C(=O)Nc3ccc(S(=O)(=O)N4CCCCC4C)cc3)cc(=O)c2c1 (stereo not given)	-6%	-5%	8%	6%	-35%	i	x	x	-0.5%
CC(Oc1ccccc1)C(=O)N1CCC2(CC1)Oc1ccc(F)cc1C(=O)C21CC(c2ccccc2)=NO1 (stereo not given)	-1%	16%	-10%	1%	2%	i	-9%	-4	2.0%
CC(C)Nc1nc(N(c2ccccc2)c2ccccc2)nc(-n2ccnc2)n1	9%	0%	-4%	0%	3%	i	9%	8	0.1%
CCN(Cc1cccs1)C(=O)CN1C(=O)NC2(CCCc3ccccc32)C1=O (stereo not given)	-18%	-21%	x	-8%	-42%	i	10%	-28	-0.7%
Cc1cccc(NC(=S)NNC(=S)NC2CCCCC2)c1C	3%	-2%	3%[11.3 µM]	2%	4%	i	7%	32	1.4%
COc1ccc(C(=O)CC2OC(=O)c3c2ccc(OC)c3OC)cc1 (stereo not given)	-10%	14%	1%	-12%	-1%	i	-8%	10	0.1%

Entries of single compounds, looked up by structure.
`COc1ccc(C(=O)CC2OC(=O)c3c2ccc(OC)c3OC)cc1` (stereo not given) is listed as Nrf2 block = -10%; TGFb SMAD3 inh = 14%; ATXN2 expr inh = 1%; A549 viability = -12%; HepG2 tox = -1%; ATXN viability = i; MCF10A rereplic = -8%; IL1B secr inh = 10; Nrf2 activator = 0.1%
`O=C(CSc1cc(Cl)ccc1Cl)NCC(=O)Nc1ccc(F)c(F)c1F` is listed as Nrf2 block = -10%; TGFb SMAD3 inh = -23%; ATXN2 expr inh = 16%; A549 viability = -3%; HepG2 tox = 11%; ATXN viability = u; MCF10A rereplic = 9%; IL1B secr inh = u; Nrf2 activator = -0.4%

Remaining list, next part:
SMILES	Nrf2 block	TGFb SMAD3 inh	ATXN2 expr inh	A549 viability	HepG2 tox	ATXN viability	MCF10A rereplic	IL1B secr inh	Nrf2 activator
Cc1ccc([C@@H]2[C@@H]3C(=O)N(c4ccccc4)C(=O)[C@@H]3[C@]3(C)C(=O)N(Cc4ccccn4)CC(=O)N23)o1	-1%	-13%	-1%	2%	0%	i	u	27	-0.2%
O=C(c1ccco1)N1N=C2CCCCCC2C1(O)C(F)(F)F (stereo not given)	-10%	-2%	-6%	-1%	-11%	i	1%	21	3.1%
O=C(Cn1cc([N+](=O)[O-])ccc1=O)N1CCCc2ccccc21	1%	4%	-3%	4%	-2%	i	7%	-8	-0.1%
O=C(c1ccc(N2CCCC2)c([N+](=O)[O-])c1)N1CCN(S(=O)(=O)c2ccc(Cl)cc2)CC1	u	7%	-6%	-9%	17%	i	8%	u	0.4%
CCOC(=O)c1ccc(NC(=O)CC2SC3=NCCN3C2=O)cc1 (stereo not given)	1%	-2%	-2%	-16%	20%	i	-2%	-1	0.1%
O=C(CSc1nc2ccccc2[nH]1)NCCN1CCCCC1	10%	11%	-14%	1%	6%	i	1%	-6	-0.9%
Cc1sc2ncnc(N=Nc3c(O)[nH]c4ccccc34)c2c1C	u	5%	13%	-2%	-1%	u	u	32	9.3%
Cc1cccc(C)c1OCc1cc(=O)n2c3c(sc2n1)CCCC3	-7%	u	-14%	8%	-39%	i	x	x	0.3%
CCCN(S(=O)(=O)c1ccc(OCC)cc1)S(=O)(=O)c1cccs1	u	15%	-25%	-8%	-32%	i	u	-19	-0.1%
CN(CCc1cnn(C)c1)Cc1nc(Cc2ccccc2)no1	2%	8%	2%	-1%	2%	i	-9%	25	0.1%
Oc1c(N=Nc2ccc(F)cc2)ccc2ccccc12	u	u	67%[activator]	-19%	-26%	u	u	4	u
CC(C)Oc1ccc(CN2CCC2(C)C(=O)Nc2ccc(Cl)c(Cl)c2)cc1 (stereo not given)	x	u	9%	x	-30%	i	x	3	3.6%
CCC(=O)OCCNc1cc(SCCC(=O)OC)c2nonc2c1[N+](=O)[O-]	1%&4%	u	8%	-24%&-20%	-75%&-83%	i	u	-99*	16%
CCOC(=O)Cn1cnc2c(cnn2-c2ccc(Cl)cc2)c1=O	u	11%	26%	17%	-20%	i	1%	-4	7.7%
CCn1nc(C(=O)OCC(=O)c2c[nH]c3ccccc23)c2ccccc2c1=O	-17%	5%	1%	-6%	-12%	u	28%	11	5.4%
O=C(NCCc1ccc(F)cc1)c1ccc(S(=O)(=O)N2CCCCC2)cc1	-13%	-5%	-2%	-6%	-17%	i	12%	7	-0.5%
Nc1cc(=O)[nH]c(SCCNS(=O)(=O)c2ccccc2)n1	7%	3%	5%	0%	24%	i	4%	-2	0.3%
S=c1[nH]nc(-c2cc(-c3ccco3)[nH]n2)n1-c1ccccc1	-6%	18%	-10%	-1%	-5%	i	-1%	36	u
Cc1ccc[n+](CC2OCc3ccccc3CO2)c1	7.3µM*	-3%	-3%	0%	0%	i	5%	50	-0.7%
O=C(COC(=O)c1cccs1)c1ccc2c(c1)OCCO2	u	-9%	58%[activator]	-2%	-21%	i	-1%	0	2.4%
O=C(CCC(=O)N1CCSc2ccccc21)NCCc1ccccc1	11%	2%	0%	9%	-1%	u	1%	-12	-0.1%
COCC(=O)N1CCC(n2nnc3cc(C(F)(F)F)ccc32)CC1	-6%	6%	x	8%	3%	i	1%	-5	-1.0%
O=C1SC(Nc2ccc(Cl)cc2)C(=O)N1Cc1ccccc1 (stereo not given)	11%	-25%	-33%	9%	-22%	u	x	x	5.6%
O=C(NC1CCCCCC1)c1ccc(CS(=O)Cc2ccccc2Cl)o1 (stereo not given)	2%	-2%	4%	0%	-24%	i	6%	-54*	-0.4%
CCN(CC(=O)Nc1ccc(S(=O)(=O)N2CCCC2)cc1)CC(=O)Nc1cccc(OC)c1	14%	6%	16%	-6%	6%	i	2%	44	1.2%
O=C(O)c1cc2c(N3CCC(Cc4ccccc4)CC3)ncnc2s1	1%	4%	4%	3%	-19%	i	u	59	2.2%
Cc1ccc(S(=O)(=O)c2c(N)n(CC3CCOC3)c3nc4ccccc4nc23)cc1 (stereo not given)	u	u	u	-26%	-1%	i	0%	-22	-0.2%
O=C1CC(N2CCCN(C3CC(=O)N(c4ccc(F)cc4)C3=O)CC2)C(=O)N1c1ccc(F)cc1 (stereo not given)	x	-5%	3%	-1%	7%	i	15%	2	0.2%
CCOc1ccccc1N(CC(=O)N1CCc2ccccc2C1)S(=O)(=O)c1ccccc1	-14%	-30%	-13%	-4%	-25%	u	x	x	8.5%
CC(C)C[C@H](NC(=O)c1nc[nH]c1C(=O)N1CCN(c2ccccc2)CC1)C(=O)OCc1ccccc1	3%	u	-17%	7%	-39%	i	12µM*	38	3.7%
Cc1c(C(=O)c2ccc(F)cc2)c2ccccn2c1CCc1ccccn1	u	-24%	u	-3%	-12%	i	12%	-86*	1.8%
O=C1NC[C@H](CCCCN2CCN(CCc3ccccc3)C(=O)C2=O)N(CCc2ccc(O)cc2)C1=O	x	x	10%	x	x	i	x	-10	0.1%
O=S(=O)(O)CCN1CCOCC1	6%	3%	-1%	-1%	0%	u	-6%	18	-1.2%
COc1ccccc1NC(=O)CN1C(=O)C(C)(C)c2ccccc21	x	-18%	-9%	-1%	4%	i	x	x	-0.9%
COc1ccc(CN(C)C(=O)CSc2nnc(C3CC3)n2C2CC2)cc1	-9%	17%	-7%	2%	-4%	i	1%	-2	0.2%
O=C1NN=C(c2ccccc2)CC1c1ccc(Cl)cc1Cl (stereo not given)	28%	-15%	-18%	21%	-12%	i	u	u	0.5%
CCOc1ccc2c(c1)c(=O)c(C(=O)c1ccccc1)cn2Cc1ccccc1F	0%	u	x	-6%	-26%	x	x	x	-1.7%
O=C(O)CCCNC(=O)/C(=C\c1ccccc1F)NC(=O)c1ccccc1	-9%	-12%	-12%	1%	-4%	i	-7%	29	-0.3%
CCOc1ccc(-n2c(SCC(=O)OC)nc3sc4c(c3c2=O)CCN(C)C4)cc1	6%	-8%	-21%	4%	2%	i	-9%	18	-0.5%
COc1ccccc1NS(=O)(=O)c1ccc(C(=O)NCC(c2ccco2)N(C)C)cc1 (stereo not given)	1%	-9%	-14%	0%	-12%	i	17%	-14	5.8%
COC(=O)C1CCN(C(=O)COC(=O)c2cc([N+](=O)[O-])ccc2N2CCOCC2)CC1	-5%	14%	4%	-25%	3%	i	-1%	u	-0.5%
CCOC(=O)[C@]12CCCC=C1N(Cc1ccco1)C(=O)[C@H](CC(=O)NCc1ccc(OC)c(OC)c1)C2	x	x	9%	x	x	i	x	15	0.1%
O=C(Nc1c(-c2ccc(Cl)cc2)[nH][nH]c1=O)c1ccc(Br)cc1	x	-33%	-13%	x	-30%	u	x	38	-1.3%
O=C(O)c1cc([N+](=O)[O-])ccc1NCc1ccccc1	-6%	-15%	-20%	-7%	0%	i	9%	-70*	-0.4%
COc1ccc(OCC(=O)Nc2ccc3c(c2)nc(CCN2CCC(C)CC2)n3C)cc1	13%	-9%	-5%	1%	0%	i	-1%	-17	0.7%
